# Assay outcomes from PubChem.
# BCR signal inh: chronic active BCR signaling inhibition; Potency, µM (top dose mostly 46.1 µM), for the others: top-dose ratio change, negative = lower green/red ratio, most hits filed as inhibitors; 340,000 compounds, 0.05% hits; ABC-DLBCL IkBa-CBG/CBR reporter, luminescence ratio, 4 h; active = well fitted inhibition curve with a large enough effect in the signal ratio, with a control signal flat, not every such curve was filed as active; inconclusive = small, poorly fitted or top-dose-only effect, or effect the other way, or a change in a side signal; the % refers to the signal ratio;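 note: potency is the fitted concentration of half-maximal effect; plate controls were basal doxycycline-induced cells for no effect and cells given 10 µM MG132 for full effect; MG132 reads +100%, hits lower the ratio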
#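 Compounds up to 46 uM were incubated four hours with TMD8 cells whose green CBG68 luciferase is fused to IkappaBalpha; red CBR luminescence normalised the signal, and concentration-effect curves were fitted to fusion, red and ratio data.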
# uPA generation: inhibitors of cell surface uPA generation; cell surface uPA generation assay, qHTS; Potency, µM (titrated, usually from 38.3 µM), for inactives: top-dose activity change, negative = inhibition, usual class: inhibitors; 330,000 compounds, 0.31% hits; AID 540303; active = well fitted inhibition curve with a large enough effect; inconclusive = small, poorly fitted or top-dose-only effect; inactive = no such curve, though single readings can be large or run the other way; tested in mouse RAW 264.7 cells; note: potency is the fitted concentration of half-maximal effect; nearly all actives have a fitted effect of over 55% in size
# PKM2 act: activators of human pyruvate kinase M2; purified PKM2, Kinase-Glo ATP luminescence, activation; response scale: 0% is enzyme alone, no compound; P14618; 260,000 compounds, 0.34% hits; AID 1631; Potency, µM (titrated, usually from 57.5 µM), without a hit: at the highest dose activation, most hits filed as activators; note: potency is the fitted concentration of half-maximal effect; nearly all actives have a fitted effect of over 55% in size
#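 ATP formation by purified human PK-M2, quantified via coupled luciferase luminescence after 1 h at room temperature with 0.1 mM ADP and 0.5 mM PEP final.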
# Giardia kill: Giardia lamblia killing; activity change, % at 7.66 µM, hits read low; AID 540267; Giardia lamblia trophozoite viability; 340,000 compounds, 0.15% hits; in the data active = activity change below about -80%; inconclusive = between about -30% and that limit;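 note: parasites exposed to compound for two days anaerobically before the ATP read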
#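 Trophozoite viability was measured as ATP-dependent luminescence, read 15-30 min after reagent addition. Before that, parasites at 100 cells/well were exposed to compounds for 48 h, anaerobically, at 37 deg C.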
# Eya2 phos inh: blocks the phosphatase activity of human Eya2 | O00167 | recombinant Eya2, OMFP fluorescence dephosphorylation (OMFP is methylfluorescein phosphate) | Potency, µM (titrated, usually from 76.9 µM), without a hit: at the top dose activity, negative = inhibition, most hits filed as inhibitors | 330,000 compounds, 0.006% hits; note: potency is the fitted concentration of half-maximal effect
#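 Eya2 (0.2 uM) preincubated 10 min at ambient with compound, then OMFP substrate added at 50 uM; 10 min reaction in 50 mM HEPES pH 7.5, 50 mM NaCl, 5 uM MgCl2, 0.05% BSA, 1 mM DTT. Fluorescence read at Ex 485/Em 525 nm.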
# FBPA coupling cs: counter-screen for Giardia aldolase inhibitors: coupling enzyme system. coupling enzyme system counterscreen, AmpLite Red fluorescence. 290,000 compounds, 0.67% hits. activity change, negative = inhibition, % at 58.2 µM, hits read low; in the data active = activity change below about -30%
#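 Coupling enzymes only (glyceraldehyde-3-phosphate) + compound, at 57.5 uM final, 10 min RT; add substrate/coupling/AmpLite Red mix, 20 min RT; fluorescence ex 525/em 598 nm. Actives flag coupling-system interference.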
# KCNH2 WT inh: KCNH2 (human, wildtype) channel inhibition | Q12809 | U2OS, BacMam KCNH2, thallium flux FluxOr; stronger effect = lower value | activity change, % at 1.84 µM | 340,000 compounds, 0.37% hits | AID 720551;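 active = maximum activity change below -70%; inconclusive = maximum activity change between -70% and -50%; inactive = maximum activity change above -50%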
# Target sequence (Q12809 whole entry, looked up): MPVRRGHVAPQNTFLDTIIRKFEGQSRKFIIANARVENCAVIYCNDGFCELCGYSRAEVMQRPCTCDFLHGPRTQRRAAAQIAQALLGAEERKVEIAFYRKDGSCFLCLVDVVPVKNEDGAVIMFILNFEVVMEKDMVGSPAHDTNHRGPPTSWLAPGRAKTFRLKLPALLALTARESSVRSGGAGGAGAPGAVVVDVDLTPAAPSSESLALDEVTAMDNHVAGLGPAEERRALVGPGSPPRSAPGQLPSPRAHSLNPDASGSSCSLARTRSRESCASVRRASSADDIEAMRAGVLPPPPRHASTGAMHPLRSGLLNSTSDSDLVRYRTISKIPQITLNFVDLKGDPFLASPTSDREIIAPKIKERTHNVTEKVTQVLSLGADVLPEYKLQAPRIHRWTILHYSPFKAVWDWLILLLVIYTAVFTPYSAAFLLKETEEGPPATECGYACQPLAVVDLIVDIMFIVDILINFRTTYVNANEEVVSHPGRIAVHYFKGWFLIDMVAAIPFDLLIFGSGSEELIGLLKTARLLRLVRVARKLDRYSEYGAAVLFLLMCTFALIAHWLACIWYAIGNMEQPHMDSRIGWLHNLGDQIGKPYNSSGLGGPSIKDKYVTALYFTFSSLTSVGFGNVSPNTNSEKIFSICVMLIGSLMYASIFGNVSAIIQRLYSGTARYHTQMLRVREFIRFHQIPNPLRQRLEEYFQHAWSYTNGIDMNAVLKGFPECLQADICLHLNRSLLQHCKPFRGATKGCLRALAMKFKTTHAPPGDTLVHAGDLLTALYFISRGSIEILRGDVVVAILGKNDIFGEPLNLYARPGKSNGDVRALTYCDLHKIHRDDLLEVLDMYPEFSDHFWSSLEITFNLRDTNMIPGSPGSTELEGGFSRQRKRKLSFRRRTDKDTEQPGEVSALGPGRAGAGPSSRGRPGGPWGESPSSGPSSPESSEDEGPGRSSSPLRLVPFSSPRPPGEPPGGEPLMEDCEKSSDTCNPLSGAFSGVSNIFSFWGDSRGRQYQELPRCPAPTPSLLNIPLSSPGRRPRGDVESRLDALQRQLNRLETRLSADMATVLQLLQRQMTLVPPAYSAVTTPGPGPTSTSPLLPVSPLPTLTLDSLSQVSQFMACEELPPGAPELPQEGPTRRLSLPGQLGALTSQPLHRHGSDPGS
#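 U2OS cells were transduced with wild-type KCNH2 virus (2.03 x 10^8 / mL) for 4 h at room temperature, then cultured overnight at 37 C. Thallium flux was read with FluxOr dye. Rate constants were normalized to DMSO controls.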
# USP2a inh: blocks human ubiquitin-specific protease USP2a | USP2 core, Ub-CHOP2 coupled fluorogenic reporter, 485/531 | Potency, µM (titrated, usually from 38.3 µM), inactives show at the highest dose activity change, negative = inhibition, hits mostly inhibitors | 330,000 compounds, 0.01% hits | AID 463254;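 note: potency is the fitted concentration of half-maximal effect; plate controls were DMSO wells for no effect and full inhibition by NEM control for full effect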
#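 USP2 core (10nM final) preincubated 30min RT with compound in 20mM Tris-HCl pH 8.0, 2mM CaCl2, 2mM beta-mercaptoethanol, 0.05% CHAPS; 25nM Ub-CHOP2 plus 25nM reporter substrate added, fluorescence (Ex485/Em531) read after 60min.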
# GALK inhibitor: inhibitors of human galactokinase. P51570. Purified GALK, Kinase-Glo residual ATP luminescence. Potency, µM (series often up to 57.5 µM), inactives show at the top dose activity change, negative = inhibition, most hits filed as inhibitors. 270,000 compounds, 0.007% hits; note: potency is the fitted concentration of half-maximal effect
#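 Compounds were pin-transferred into ATP buffer (35 uM final), then GALK plus galactose (5 nM, 100 uM final) was added. After 1 h at room temperature, Kinase-Glo Plus was added and luminescence read after 10 min.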
# B2AR arrestin: recruits beta-arrestin to the human beta2-adrenergic receptor | 330,000 compounds, 0.02% hits | AID 492947 | Potency, µM (titrated, usually from 46.1 µM), inactives show at the top dose activation, hits mostly activators | P07550 | beta-arrestin recruitment to beta2AR, cell-based reporter;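 note: potency is the fitted concentration of half-maximal effect; 0% = DMSO controls and full agonism = EC100 isoproterenol or metaproterenol; nearly all actives have a fitted effect of over 65% in size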
# KCNH2 3.1 block: KCNH2 3.1 (human) potassium channel inhibition; U2OS KCNH2 3.1, thallium flux FluxOr; stronger effect = lower value; activity change, % (tested at about 1.8 µM); 340,000 compounds, 0.95% hits; AID 720553;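 active = maximum activity change below -70%; inconclusive = maximum activity change from -70% to -50%; inactive = maximum activity change above -50%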;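 note: thallium influx rate constant from kinetic fluorescence after stimulation buffer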
#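 Thallium flux read-out: FluxOr dye with Red40 quencher in HBSS/HEPES, 45 min at RT. Rate constants from kinetic reads were normalized to positive and negative DMSO controls. Cells: U2OS virally expressing the 3.1 isoform.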
# Starred values were filed as active, the others as inactive; ? = inconclusive; . = no result given; & = joins results of further samples; [ ] = remark or other dose. Unless noted, calls come from the whole dose curve; as a rule, active = well fitted curve in the direction sought with a large enough effect; inconclusive = small, poorly fitted or top-dose-only effect, or another doubt; inactive = no such curve, though single readings can be large; an effect the other way counts as inactive or inconclusive. Unless noted, % is set by controls: 0 for no effect and ±100 for the full control effect.
SMILES,BCR signal inh,uPA generation,PKM2 act,Giardia kill,Eya2 phos inh,FBPA coupling cs,KCNH2 WT inh,USP2a inh,GALK inhibitor,B2AR arrestin,KCNH2 3.1 block
Cc1ccc(C(=O)O)cc1S(=O)(=O)N1CCC(C(=O)O)CC1,1%,.,-22%,-7,0%,2,-6,0%,-5%,-0.2%,0
COCCN(C(=O)CSCC(=O)Nc1ccc(C)cc1)c1c(N)n(CC(C)C)c(=O)[nH]c1=O,3%,-1%,.,7,3%,.,10,2%,.,-1.6%,5
COC(=O)c1ccccc1NC(=O)C1CC(=O)N(c2ccc(F)cc2)C1 (configuration not stated),1%,1%,5%,-11,-13%,1,12,1%,-5%,-0.2%,-1
NS(=O)(=O)c1ccc(CCNC(=O)CN2CCN(c3cccc(Cl)c3)CC2)cc1,-1%,-1%,6%,-2,5%,4,16,2%,0%,-0.4%,-3
COc1ccc2[nH]c(=O)c(CN(C(=O)c3cccnc3)c3ccccc3OC)cc2c1,9%,2%,4%,-2,-14%,0,-12,0%,-1%,-0.2%,-11
CCOC(=O)C1CCN(C(=O)Cc2c(C(=O)O)n(CC)c3ccccc23)CC1,?,-24%,1%,?,3%,0,-1,4%,0%,-0.4%,4
Cc1cccn2cc(-c3c[nH]c4ccccc34)nc12,-8%,-25%,-36%,-16,-6%,-2,1,-1%,16%,0.1%,16
O=C(Cn1cnc2ccccc2c1=O)NCCC(=O)Nc1ccccc1C(F)(F)F,2%,1%,-6%,37[activator],12%,1,-6,1%,9%,0.6%,-6
CC(=O)Nc1ccc(S(=O)(=O)N2CCCN(S(=O)(=O)c3ccc(C)cc3)CC2)cc1,2%,.,19%,8,6%,3,7,-1%,-1%,-0.2%,5
Cc1ccsc1C(=O)N1CCCC(CCC(=O)NCc2ccccc2F)C1 (configuration not stated),-6%,2%,5%,0,-19%,-3,-27,-3%,2%,2.4%,-1

# Individual results from the results shown:
# `Cc1ccc(C(=O)O)cc1S(=O)(=O)N1CCC(C(=O)O)CC1` in USP2a inh has 0%
# `Cc1ccsc1C(=O)N1CCCC(CCC(=O)NCc2ccccc2F)C1` (configuration not stated) in B2AR arrestin has 2.4%

# (list continues)
SMILES,BCR signal inh,uPA generation,PKM2 act,Giardia kill,Eya2 phos inh,FBPA coupling cs,KCNH2 WT inh,USP2a inh,GALK inhibitor,B2AR arrestin,KCNH2 3.1 block
CNc1oc(-c2ccccc2)nc1C#N,4%,-9%,0%,-8,-11%,1,-3,1%,0%,-0.1%,-81*
CCCNC(=O)C(CC)NC(=O)c1ccc(C#N)cc1 (configuration not stated),3%,5%,.,6,-2%,.,-7,0%,.,0.0%,-5
CCc1ccc(C(C(=O)NC2CCCC2)N(C(=O)/C=C/C(=O)Nc2cc(C)on2)c2ccccc2C)cc1 (configuration not stated),-3%,-12%,1%,-6,6%,3,-13,2%,-1%,-2.0%,18
O=C(NCC1COCCO1)c1ccc(OC2CCN(CCc3ccccc3)CC2)cc1 (configuration not stated),-6%,4%,4%,-4,-5%,2,17,3%,-3%,-0.1%,15
N#Cc1ccsc1NC(=O)CN1CCN(c2ccccn2)CC1,?,6%,0%,-3,17%,0,10,5%,0%,-0.1%,-7
CCc1cc(=O)oc2cc(C)cc(OC(C)C(=O)O)c12 (configuration not stated),3%,.,-3%,6,2%,15,34,1%,-2%,5.5%,4
Cc1cccc(C)c1Nc1nnc(SCC(=O)NCc2cccs2)s1,-1%,4%,-5%,11,0%,4,-1,1%,-1%,-2.0%,-8
CCOC(=O)Cc1c(C)nc(Cc2ccc(OC(C)C)cc2)[nH]c1=O,-7%,1%,-7%,0,13%,2,-2,-1%,6%,0.0%,23
CC(C)Cc1nnc(NC(=O)c2cc(-c3ccccc3)nc3ccccc23)s1,0%,-5%,-2%,-15,-16%,.,-2,-2%,-2%,-0.3%,0
Cc1ccc(-c2nc3ccccc3s2)cc1NC(=S)NC(=O)c1cccc2ccccc12,?,0%,0%,-22,-1%,1,3,3%,-2%,-0.1%,0
O=C(Nc1ccccc1F)c1ccco1,?,7%,-1%,-6,0%,0,5,1%,-4%,-0.5%,-6
COc1cc(C(=O)NCc2ccc3c(c2)OCO3)c([N+](=O)[O-])cc1OC,2%,16%,5%,3,-17%,0,-4,2%,0%,-1.0%,0
CCCn1nc(C(=O)OCC(=O)Nc2ncc(Cl)c(C)c2Cl)c2ccccc2c1=O,8%,4%,-2%,-14,-14%,4,5,4%,-2%,0.0%,10
CN(C)CCOC(=O)COc1ccc(Cl)cc1,0%,28%,.,4,5%&-5%,0&0,9,0%,.,-0.1%,22
CCOc1ccc(NC(=S)N(CCCN2CCOCC2)Cc2cn(C)c3ccccc23)cc1,?,-6%,0%,-7,3%,0,32,1%,1%,0.1%,-37
Cc1ccc(CNS(=O)(=O)c2ccc3c(c2)NC(=O)CO3)cc1,-2%,4%,.,15,2%,1,-8,-1%,-2%,0.1%,2
N/C(=N\OC(=O)c1ccc2c(c1)OCO2)c1ccc(Br)cc1,0%,1%,-2%,-13,-3%,2,1,3%,7%,-0.2%,.
C=CC(=O)Nc1cccc(Oc2ncnc3[nH]cc(-c4cnc5ccccc5c4)c23)c1,?,24%,.,-3,-5%,.,-1,0%,.,0.0%,11
Cc1ccccc1C(=O)N1CCC(C(=O)OCc2ccccn2)CC1,-6%,2%,.,-15,5%,.,-5,0%,.,-0.7%,-3
Cc1cc(C(=O)N2CCN(c3ccc(F)cc3)CC2)on1,-7%,7%,-1%,?,13%,0,-4,3%,.,-0.7%,-4
CCOc1ccccc1N(CC(=O)Nc1ccc(S(=O)(=O)N2CCOCC2)cc1)S(=O)(=O)c1ccccc1,0%,-2%,-12%,9,2%,-3,-7,2%,.,0.2%,-11
O=C(CN1CCOCC1)N/N=C/C(Br)=C\c1ccccc1,?,-6%,-12%,3,-10%,0,2,6%,-1%,0.9%,-2
CCC1CCCCN1Cc1nc2c(c(=O)n(C)c(=O)n2C)n1CCC(C)C (configuration not stated),?,-2%,2%,-22,-3%,3,-2,-1%,0%,0.5%,-5
O=C(Nc1ccc(Oc2ccccc2)cc1)c1ccco1,.,-3%,1%,-1,.,1,-8,.,-1%,.,26
O=C(Nc1cccc(NC(=O)c2ccc(Br)o2)n1)c1ccc(Br)o1,-1%,.,16%,-6,-4%,2,38,-2%,1%,0.0%,9
Cc1cccc(C(P(=O)(c2ccccc2)c2ccccc2)P(=O)(c2ccccc2)c2ccccc2)n1,0%,0%,-1%,-12,1%,2,-11,1%,.,0.6%,-6
CN(C)CCN(C(=O)c1ccc2ccccc2c1)c1nc2ccc(F)cc2s1,-12%,-9%,-7%,-10,-6%,-4,-3,1%,0%,0.1%,12
COC1CCCCC1Nc1ccc(C)c(C)c1 (configuration not stated),?,13%,8%,-2,2%,-1,-1,2%,0%,-0.6%,1
CCOc1cc(C2CC(=O)c3c(ccc4ccccc34)N2)ccc1O (configuration not stated),-19%,3%,-5%,-12,-1%,2,4,-9%,1%,-1.0%,-5
Cc1ccc(C)c(N2CCN(C(=O)C(Cc3ccccc3)n3cccc3)CC2)c1 (configuration not stated),9%,?,-7%,-9,-10%,-1,6,1%,1%,-2.9%,4
Cc1cc(C(=O)NCCCN2CCCC2=O)no1,?,.,1%,4,-15%,0,-1,0%,0%,0.2%,5
O=c1c(/C=N/OCc2ccc(Cl)cc2Cl)c[nH]n1-c1cccc(Cl)n1,?,0%,-16%,0,2%,8,-7,0%,4%,10%,-3
O=c1[nH]c2ccc(S(=O)(=O)Nc3ccc(Br)cc3)cc2[nH]1,-1%,-3%,.,-8,9%,-2,-3,0%,6%,-0.7%,9
Cc1ccc(C)c(Nc2ccc(C(=O)NCCc3ccccc3)cn2)c1,-8%,7%,-2%,-20,0%,8,5,2%,1%,6.4%,-13
Cc1ccc2cc(CN(CC3CCCO3)C(=S)Nc3ccccc3)c(=O)[nH]c2c1C (configuration not stated),1%,-8%,5%,-18,-4%,-3,-5,3%,0%,-0.3%,1
CC1CC(C)CN(S(=O)(=O)c2ccc3c(c2)C(C)(C)C(=O)N3C)C1 (configuration not stated),-1%,-2%,.,-9,-8%,.,1,2%,-1%,-0.2%,19
Cc1ccc(/C=N/n2c(C)nnc2C)cc1,-1%,-4%,1%,0,18%,-1,-43,0%,4%,0.3%,1
CCOC(=O)CC(/C(C)=N\O)c1ccccc1 (configuration not stated),1%,-2%,-6%,-13,-4%,3,1,0%,5%,-0.4%,-38
Cc1ccccc1NCc1ccccc1O,-1%,-4%,7%,4,2%,-33*,-8,1%,1%,-0.2%,-3
CN(C(=O)c1ccccc1Cl)c1ccccc1C(=O)NCc1ccccc1,1%,3%,-2%,-3,-2%,.,-9,1%,-7%,-0.3%,.

# Compounds were not picked by outcome. Share with any hit: about 2.4%.
